Assay outcomes as filed in PubChem.
V-ATPase pHluor: regulators of yeast V-ATPase proton transport; S. cerevisiae, pHLuorin cytosolic pH fluorescence; hit rate 0.37% among 350,000; response, % at 10 µM; in the data active = response mostly above about 7.3%, no sharp cut-off; inactive = mostly below about 5.4%; also: actives read high; inactives centre near 0; some compounds called inactive have numbers as strong as hits; reference of the scale not given here
OPRM1-OPRD1 inv: mu-delta opioid heterodimer inverse agonism | cell-based MOR-DOR heterodimer luminescence | hit rate 0.21% among 340,000 | P35372+P41143 | inhibition, % at 9.3 µM; in the data active = inhibition above about 22%, passing the limit was not always enough;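 also: 0% = cells with DMSO and 100% = wells without cells with DMSO; values of inactives mirror those of a sister screen read the other way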
Wnt act: activates Wnt/beta-catenin signaling in a reporter cell assay; activator, plate reader; activation, % at 9.35 µM; hit rate 1.2% among 300,000; in the data active = activation above about 30%, passing the limit was not always enough;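 also: 0% = neutral control wells and 100% = positive control wells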
cardiac RTF act: increases calcium sensitivity of human cardiac regulated thin filaments; P19429+P45379; IANBD-labeled TnC RTF fluorescence at EC20 calcium; 0% EC20 calcium, 100% full calcium; activation, % at 7.2 µM; hit rate 0.24% among 340,000;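 active = activation above the mean over all tested compounds plus 3 SD, cut at about 30% in these data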;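 also: rise in fluorescence read as greater calcium sensitivity of cardiac thin filaments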
Keap1-Nrf2 PPI: inhibitors of human Keap1-Nrf2 protein-protein interaction; inhibition, % at 9.4 µM; hit rate 0.15% among 340,000; Keap1 Kelch-Nrf2 peptide fluorescence polarization, 1536-well; in the data active = inhibition above about 12%;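 also: human Keap1 Kelch domain with fluorescein labeled Nrf2 9mer peptide probe; 0% = neutral control wells and 100% = peptide positive control; higher means more block of Keap1 binding to Nrf2 peptide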
Cardiac RTF inh: cardiac RTF calcium desensitization; AID 493244; inhibition, % at 7.15 µM; IANBD-labeled cardiac RTF, Ca2+ fluorescence; hit rate 0.12% among 340,000;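 active = inhibition above the mean inhibition of all tested compounds plus 3 SD, cut at about 17% in these data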;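 also: assay run at fixed EC70 calcium of 1.6 mM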
C-LANA FP: blocks KSHV LANA C-terminal domain binding to DNA | MBP-C-LANA/FAM-LBS DNA binding, fluorescence polarization | inhibition, % at 9 µM | hit rate 0.078% among 340,000 | AID 504423;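 active = highest replicate inhibition at or above 60% at 9 µM, even if other replicates fall short; inactive = all replicates below 60% inhibition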;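 also: 0% = neutral control wells and 100% = 4 µM acridine orange control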
Arrestin-AP2 inh: inhibitors of human beta-arrestin and AP2 interaction; FITC-arrestin peptide / GST-AP2 beads, flow cytometry; AP2 beta2 appendage carries R879A mutation; inhibition, % at 10 µM; hit rate 0.31% among 340,000; AID 504490;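 active = inhibition above a set limit, near 3 SD of compounds lacking own fluorescence, cut at about 54% in these data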;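 also: plate controls were DMSO wells for no effect and 5 µM unlabelled arrestin peptide for full effect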
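Material – AP2 appendage R879A on GSH beads · Buffer or medium – PBS with 0.05% Tween 20 and 0.1% BSA · Probe or stimulus – fluorescein-tagged arrestin peptide at 50 nM final · Incubation – compound with beads 12 min RT, then probe 1 h RT · Detection – high-throughput flow cytometry of beads, ex 488, em 535 nm · Evaluation – percent response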
MOR-DOR ag: OPRM1-OPRD1 heterodimerization agonism; cells, luminescence; activation, % at 9.3 µM; hit rate 0.3% among 340,000; AID 504326; in the data active = activation above about 18%;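 also: 0% = vehicle-treated cells and 100% = reference agonist; values of inactives mirror those of a sister screen read the other way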
Pemphigus Ab inh: inhibitors of pemphigus antibody binding to human desmoglein-3 | P32926 | DSG3-coupled beads, scFv-anti-DSG3-GFP binding, flow cytometry; stronger effect = lower value | binding (percent of control), % at 10 µM | hit rate 0.48% among 310,000;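 active = binding more than 3 SD below its plate's average and above zero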; also: some compounds called inactive have numbers as strong as hits
Target sequence (P32926 whole entry, looked up): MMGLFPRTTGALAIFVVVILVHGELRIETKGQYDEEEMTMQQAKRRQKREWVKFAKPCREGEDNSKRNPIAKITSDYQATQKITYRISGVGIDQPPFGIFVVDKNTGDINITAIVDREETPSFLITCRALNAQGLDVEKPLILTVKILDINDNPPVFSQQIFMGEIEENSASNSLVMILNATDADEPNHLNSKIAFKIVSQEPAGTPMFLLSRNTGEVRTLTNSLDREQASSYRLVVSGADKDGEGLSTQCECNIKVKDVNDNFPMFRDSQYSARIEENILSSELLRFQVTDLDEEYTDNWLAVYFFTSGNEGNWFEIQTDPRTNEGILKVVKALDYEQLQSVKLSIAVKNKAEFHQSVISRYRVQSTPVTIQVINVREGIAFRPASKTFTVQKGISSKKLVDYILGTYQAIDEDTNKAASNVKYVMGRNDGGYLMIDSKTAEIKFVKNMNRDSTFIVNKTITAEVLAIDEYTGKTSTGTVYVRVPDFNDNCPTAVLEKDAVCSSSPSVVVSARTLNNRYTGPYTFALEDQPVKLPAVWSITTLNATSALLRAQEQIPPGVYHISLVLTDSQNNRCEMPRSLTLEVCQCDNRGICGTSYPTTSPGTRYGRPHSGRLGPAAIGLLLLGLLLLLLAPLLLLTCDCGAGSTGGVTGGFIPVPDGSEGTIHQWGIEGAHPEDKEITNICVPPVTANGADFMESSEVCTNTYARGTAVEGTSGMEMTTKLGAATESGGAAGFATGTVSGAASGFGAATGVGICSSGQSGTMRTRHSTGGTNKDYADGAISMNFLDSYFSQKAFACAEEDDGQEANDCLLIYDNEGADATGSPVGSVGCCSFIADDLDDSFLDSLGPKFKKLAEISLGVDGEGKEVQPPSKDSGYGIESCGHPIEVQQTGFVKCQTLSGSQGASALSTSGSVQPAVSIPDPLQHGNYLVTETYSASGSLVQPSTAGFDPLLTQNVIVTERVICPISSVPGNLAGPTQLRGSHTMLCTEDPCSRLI
Numbers without * were called inactive; · = no result given.

A first look, 2 compounds:
cpd	SMILES	Pemphigus Ab inh	Arrestin-AP2 inh	V-ATPase pHluor	Wnt act	MOR-DOR ag	C-LANA FP	Cardiac RTF inh	Keap1-Nrf2 PPI	cardiac RTF act	OPRM1-OPRD1 inv
1	Cc1ccc(NC(=O)COC(=O)CN2C(=O)NC3(CCCC3)C2=O)cc1F	100	27	2	1	-0.1	-1.7	0	5	-5	0
2	C/C(Cl)=C/Cn1c(SCc2ccc(Cl)cc2)nc2c1c(=O)[nH]c(=O)n2C	98	6	0	0	-2.8	-0.9	-5	-2	-6	12

Results (from the top)
cpd	SMILES	Pemphigus Ab inh	Arrestin-AP2 inh	V-ATPase pHluor	Wnt act	MOR-DOR ag	C-LANA FP	Cardiac RTF inh	Keap1-Nrf2 PPI	cardiac RTF act	OPRM1-OPRD1 inv
1	Cc1ccc(NC(=O)COC(=O)CN2C(=O)NC3(CCCC3)C2=O)cc1F	100	27	2	1	-0.1	-1.7	0	5	-5	0
2	C/C(Cl)=C/Cn1c(SCc2ccc(Cl)cc2)nc2c1c(=O)[nH]c(=O)n2C	98	6	0	0	-2.8	-0.9	-5	-2	-6	12
3	CCc1ccc(NC(=O)C(=O)NCCN2CCN(S(=O)(=O)c3ccccc3)CC2)cc1	103	-7	6	0	-2.2	1.9	-13	-5	-1	12
4	COc1ccc(CCNC(=O)c2cc(CC(C)C)on2)cc1OC	102	-11	2	1	-0.9	-1.7	-4	-3	4	5
5	[O-][N+]1=C2CCC/C(=N\O)C2=NC12CCCCC2	96	-2	-3	0	-2.0	-0.3	-5	2	-1	12
6	O=C(Nc1c2c(nn1-c1cccc(Cl)c1)CS(=O)(=O)C2)c1cccs1	·	8	-3	0	-3.0	-0.3	0	-2	-5	16
7	CC1CN=C(N(C(=O)Nc2ccccc2)c2ccc(F)cc2)S1 (centres undefined)	108	22	1	-1	-1.9	-1.0	-2	-1	-2	9
8	Nn1c(SCC(=O)NC2CCS(=O)(=O)C2)nnc1-c1cccs1 (centres undefined)	96	-11	-4	-1	-2.1	-0.8	5	-4	4	11
9	CCSc1nc2c(c(=O)[nH]c(=O)n2C)n1CC(O)COc1ccccc1C (centres undefined)	108	5	-1	·	-2.1	-0.2	-1	-3	0	10
10	Cc1ccc(-n2c(Cc3cccn3C)nnc2SCC(=O)Nc2cc(C)on2)cc1	108	9	-1	·	-0.2	1.4	4	-2	0	1
11	CN(C)C(=O)CSc1n[nH]c(-c2ccco2)n1	92	-5	-1	·	-1.3	-0.5	-5	6	2	9
12	O=C(CSc1ncn(-c2ccccc2)n1)Nc1ccc2c(c1)OCO2	101	-5	-1	-3	-0.4	0.8	-7	2	-4	2
13	CCOC1=NN(c2ccc(Cl)cc2)C(=O)/C1=C\N(C)C	112	-11	2	-1	0.9	0.8	3	-4	-1	-6
14	Cc1csc(NC(=O)c2ccco2)n1	99	-56	-2	·	2.0	0.3	5	-3	1	-12
15	COc1ccc(CN2CCN(Cc3ccco3)CC2)cc1OC	116	5	1	-3	-0.8	0.4	-6	-8	4	4
16	COc1ccccc1N(CC(=O)NC(C)(C)C)C(=O)CCC(=O)Nc1ccccn1	102	15	-9	-1	-2.0	-0.5	3	-4	-2	9
17	CCOC(=O)c1c(C)[nH]c(C(=O)Nc2ccc(NC(C)=O)cc2)c1C	94	-3	-2	-2	-0.8	-1.3	-3	-4	2	4
18	CC(=O)Nc1ccc(SCCN2CC[C@@H](C(C)(C)C)CCC2=O)cc1	107	5	0	-2	-3.6	4.3	-9	-9	5	17
19	O=C(Nc1cccc(O)c1)c1ccccc1	106	-6	-2	·	-1.8	-0.2	1	-7	-8	10
20	CCOC(=O)c1c(C)[nH]c(C(=O)/C(C#N)=C/c2ccc(OC)c(OC)c2)c1C	99	-4	1	-1	-0.9	1.6	7	-11	-6	6
21	COc1ccc(CSc2nc3ccccc3c(=O)[nH]2)cc1F	104	-6	0	0	-0.7	-2.2	3	-2	-2	4
22	CCCCC(=O)NC(=S)Nc1nnn(CCC)n1	106	8	0	13	-7.7	-0.1	-8	-1	3	37*
23	O=C1c2ccccc2NC(c2ccccc2)N1CCCN1CCOCC1 (centres undefined)	97	11	9	-1	-1.3	1.0	-9	-7	6	7
24	COc1ccc2c(CC(=O)NCC3CCC(C(=O)O)CC3)cc(=O)oc2c1 (centres undefined)	106	-2	1	-1	-1.2	1.4	1	-1	2	7
25	CC1(C)C(=O)C2(C(=O)NCc3ccccc3)CCC1C2 (centres undefined)	101	5	-1	-3	-1.5	0.1	-2	-6	-2	9
26	CC(NC(=O)NCCCC(=O)O)(C(F)(F)F)C(F)(F)F	100	-28	2	·	-2.0	-0.8	-6	-1	4	12
27	O=C(N/N=C/c1cc2ccccc2nc1Cl)/C(=C/c1cccs1)NC(=O)c1ccccc1	·	20	3	·	0.5	-1.7	-19	-2	-5	-3
28	O=C(O)/C=C/C(=O)NNC(=O)c1ccc(Cl)cc1Cl	100	20	4	-1	-0.3	-1.2	-3	0	3	2
29	Cc1ccc2nc(C)c(C(=O)NN=C3CCN(C)CC3)n2c1	105	-4	0	0	-1.2	-0.8	-18	-1	6	6
30	CC(C)CC(=O)N1CCN(S(=O)(=O)c2ccc(C3CCCCC3)cc2)CC1	·	5	-2	-3	-0.6	0.6	3	3	-5	3
31	O=C(/C=C/c1ccccc1)Nn1cnnc1	·	-10	0	·	-3.1	0.2	-3	3	5	16
32	Cc1cccc(C)c1NC(=O)Cn1nnc(-c2ccc(CN3CCC(C)CC3)cc2)n1	99	-1	-1	-1	1.1	-0.7	-4	-5	-6	-6
33	COc1ccccc1C(=O)OCCc1ccccc1	129	8	-1	-2	-2.5	-2.2	1	-3	0	12
34	CC(/C=C/c1ccc2c(c1)OCO2)=N\NC(=O)COc1ccccc1C	103	3	-2	·	-2.5	-0.4	0	2	0	12
35	CC(=O)Nc1ccc(C(=O)NNS(=O)(=O)c2ccc(C)cc2)cc1	102	-8	-2	3	·	-0.7	·	-2	·	·
36	CCN(c1ccc(NC(=O)COC(=O)c2ccc(C)s2)cc1)C(C)C	118	-22	2	-1	2.3	-0.1	-5	0	4	-11
37	CSc1ccc(CN2CCN(CCC(C)C)C(CCO)C2)cc1 (centres undefined)	89	-10	-3	-1	-1.4	1.0	-5	0	1	7
38	COC(=O)[C@@]12CCCN1[C@H](c1ccc(-c3ccc(C(C)=O)cc3)c(OC)c1)[C@H]1C(=O)N(C)C(=O)[C@H]12	106	2	-1	2	-0.9	-1.1	-4	-4	-4	5
39	CC(NC(=O)C1CCN(C(=O)c2ccc(F)cc2)CC1)c1ccc(-n2ccnc2)cc1 (centres undefined)	102	-7	-1	-4	-3.2	1.1	-7	2	3	13
40	COc1cc(/C=N/NC(=O)C(=O)NCc2cccnc2)ccc1O	99	5	1	-3	-1.9	1.8	-27	-4	4	10
41	O=C(CSc1nc2[nH]ncc2c(=O)[nH]1)c1ccccc1	95	-2	5	·	0.3	-1.8	-5	0	-3	-2
42	O=C(Nc1nc(-c2cc(F)ccc2F)cs1)c1cccc(N2C(=O)CCC2=O)c1	104	33	-2	1	0.5	2.2	-2	5	-8	-3
43	CCOC(=O)c1c(NC(C)=O)sc2c(OCC(O)CN(CC)CC)c(Br)ccc12 (centres undefined)	104	17	2	11	1.1	-4.6	-5	-3	-2	-6
44	O=C(Nc1ccc(Cl)cc1)c1ccc2snnc2c1	97	17	-1	-2	4.2	-1.3	-8	3	0	-25
45	COc1cccc(NC(=O)COC(=O)c2cccnc2)c1	109	-5	-3	5	-0.2	3.6	-15	3	3	1
46	CN(C)CCSc1nc2cc(S(=O)(=O)N3CCCCC3)ccc2o1	·	-1	0	-5	-0.3	2.7	-1	0	2	1
47	Cc1ccc(-c2csc(NCCn3c(-c4ccncc4)nc4cc(C(F)(F)F)ccc43)n2)cc1	108	23	0	-5	·	1.3	6	5	-2	·
48	Cc1sc2ncnc(N3CCC(C(=O)NNC(=O)COc4ccc(Br)cc4)CC3)c2c1C	111	-3	-1	-2	0.1	1.0	6	-4	-4	-1
49	CCC(Oc1ccccc1)C(=O)Nc1cc(Cl)ccc1-n1cncn1 (centres undefined)	101	-9	0	-1	0.0	1.8	-6	2	-4	0
50	CCOC(=O)CSc1nc2c(c(=O)n1-c1ccc(OCC)cc1)SCC2	87	6	4	2	-3.5	4.4	4	2	-6	21
51	Cc1cc(C)c(S(=O)(=O)N(C)Cc2cnn(C)c2)c(C)c1	·	5	2	-1	-0.9	1.0	6	-5	4	5
52	Cc1ccc(C(=O)Nn2c(C)nc3ccccc3c2=O)cc1C	101	-11	0	0	0.9	-1.1	-5	4	-2	-4
53	CC(C)(CSc1nncn1/N=C/c1ccco1)NS(=O)(=O)c1ccc(Cl)cc1	104	5	-4	·	-3.2	1.6	-8	-3	4	17
54	Cc1nn(CCC#N)c2[nH]c(=O)cc(C(F)(F)F)c12	103	-18	2	1	0.7	1.4	10	3	5	-3
55	COc1ccc(/C=N/NC(=O)c2ccc(OC)c(OC)c2)cc1COc1c(F)c(F)c(F)c(F)c1F	109	17	-1	-2	-0.9	1.4	-7	-1	-3	3
56	CCOc1ccc(NC(=O)CN2CCN(CC(=O)Nc3ccc(Cl)c(C(F)(F)F)c3)CC2)cc1	129	0	2	·	5.2	3.5	1	-2	-4	-30

Next section:
cpd	SMILES	Pemphigus Ab inh	Arrestin-AP2 inh	V-ATPase pHluor	Wnt act	MOR-DOR ag	C-LANA FP	Cardiac RTF inh	Keap1-Nrf2 PPI	cardiac RTF act	OPRM1-OPRD1 inv
57	CCc1nnc(NC(=O)CSc2nnc(CNc3cccc(Cl)c3)n2CC)s1	99	1	2	·	-2.2	1.8	5	0	-4	13
58	CCc1ccc(C(C)NC(=O)c2cc(C)oc2C)cc1 (centres undefined)	·	-1	2	-1	-2.4	0.0	-1	-5	-4	14
59	O=C(NCCS(=O)(=O)N1CCN(c2ccccc2F)CC1)c1ccc(Br)cc1	·	-4	0	1	2.5	-0.7	0	-8	-3	-13
60	O=S(=O)(NCC(c1ccco1)N1CCN(c2ccccc2F)CC1)c1ccccc1 (centres undefined)	103	-2	1	-8	0.6	-0.5	-18	2	-1	-4
61	COc1ccc(C(=O)Cn2nnc(-c3cccs3)n2)cc1	·	-2	-4	51*	-1.8	0.5	-1	-1	-3	9
62	Nc1n[nH]c(N)c1N=Nc1cccc(F)c1	94	-2	-2	·	1.0	2.0	-11	0	-6	-6
63	O=C(Nc1ccccc1Oc1cccnc1)C1CCCN(C/C=C/c2ccc(F)cc2)C1 (centres undefined)	99	-6	-1	1	-2.0	0.9	-4	0	-5	10
64	CN(C)C(=O)N(CCCN1CCOCC1)Cc1cccc2ccccc12	106	12	-2	0	·	·	·	·	·	·
65	COc1ccc(N(CC(=O)Nc2cccc(N(C)S(C)(=O)=O)c2)S(=O)(=O)c2ccc(C)cc2)cc1	99	1	1	-1	-0.7	-1.0	-16	0	-4	4
66	CCn1nc(C)c(/C=N/NC(=O)Cn2cncn2)c1C	106	1	5	3	·	·	·	·	·	·
67	CC1CCCCC1NC(=O)CCS(=O)(=O)c1cccc2nonc12 (centres undefined)	·	-4	-6	-4	-2.3	-1.2	-3	2	-2	14
68	COC(=O)CSc1nc(NCc2ccccc2)nc(N(C)C)n1	124	19	0	-1	-1.7	1.3	-3	-5	-3	8
69	CCOCC(=O)Nc1cc(Cl)ccc1C	99	-6	-2	-1	-2.2	-1.7	-5	0	0	13
